Screening results from PubChem.
aSyn tox rescue – alpha-synuclein toxicity suppression in yeast. 94,000 compounds, 0.02% hits. S. cerevisiae alpha-synuclein toxicity rescue, BacTiter-Glo growth, 24 h. Potency, µM (series often up to 46.1 µM), for the others: at the highest dose growth rescue (activation), hits mostly activators. AID 1347070; active means well fitted activation curve with a large enough effect; inconclusive means small, poorly fitted or top-dose-only effect; further: 0% is about no effect
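Growth restoration measured by BacTiter-Glo luminescence after 24 hr at 30 deg C; alpha-synuclein yeast, raffinose-pregrown to mid-log, were added at OD600=0.02 in galactose medium onto pinned compounds.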
The depositor's hits bear a star; ? = inconclusive; & = joins results of further samples; [ ] = another dose, or the depositor's remark. Potency means the concentration at half of the fitted maximal effect. The list is partial; count on the stated rates, not on these rows.

SMILES	aSyn tox rescue
COc1ccc(N(C(=O)c2csnn2)C(C(=O)NC2CCCC2)c2cccs2)cc1 (configuration not stated)	0%
CC(=O)N1CCN(Cc2nc3cc(NC(=O)COc4cccc(C)c4)ccc3n2C)CC1	1%
CCC(Cc1ccccc1)NC(=O)Cn1nc(C)n2c(cc3occc32)c1=O (configuration not stated)	-10%
COc1ccc(C=CC(=O)c2ccc(OCc3ccccc3)c(OC)c2)cc1OC	1%
COc1ccccc1CN(Cc1cccnc1)S(=O)(=O)c1ccc(-n2cnnn2)c(OC)c1	3%
CC1=C(C(=O)OC2CCCCCC2)C(c2c(Cl)cccc2Cl)CC(=O)N1 (configuration not stated)	6%
COc1cccc(OC)c1C(=O)NC(=S)Nc1cccc(NC(=O)c2ccco2)c1	3%
CN(C(=O)Cn1ncc2c1-c1ccccc1OC2)c1ccc(Br)cc1	10%
Cc1cc([N+](=O)[O-])c(C)cc1-c1ccc(/C=N/NC(=O)Cn2nnnc2N)o1	-8%
O=C(CC1NCCNC1=O)Nc1ccc([N+](=O)[O-])cc1 (configuration not stated)	-14%
COc1ccc(Cl)cc1NC(=O)CCCn1c(=O)c2cccn2c2cccnc21	30%&3%
CCc1ccc(NS(=O)(=O)c2ccc(C(=O)N(C)C)s2)cc1	-4%
COc1ccc(NC(=O)CCn2cccn2)cc1OC	-1%
COc1ccc2c(c1)Cc1c-2cc(Br)c(N)c1Br	0%
CCc1ccc(S(=O)(=O)c2cn(C)c3cc(N4CCC(C)CC4)c(F)cc3c2=O)cc1	-7%
C=C1C(=O)OCC2C(C(=O)O)=CC3C(C)C(C)=CC123 (configuration not stated)	10%
Oc1c(C(c2ccc(Br)cc2)N2CCOCC2)sc2nc(-c3ccco3)nn12 (configuration not stated)	7%
CC(=O)Nc1ccc(S(=O)(=O)/N=C2/NC(=O)/C(=C\c3ccco3)S2)cc1	-6%
COc1ccc(NC(=S)NNS(=O)(=O)c2ccc3ccccc3c2)c(OC)c1	3%
N#C/C(=C\c1ccc(F)cc1)c1nc(-c2ccc(-c3ccccc3)cc2)cs1	-1%
COc1ccc(/C=C/c2nc(C#N)c(N3CCC(C(N)=O)CC3)o2)cc1OC	-9%
COc1ccc(N2CC(NC(=O)c3ccc(S(=O)(=O)N4CCOCC4)cc3)CC2=O)cc1 (configuration not stated)	0%
CC(C)CCNC(=O)C1CCN(C(=O)N2CCOc3ccc(Cl)cc32)CC1	17%
CSc1ccc(CNC(=O)CCc2c(C)nn(-c3ccc(N4CCCC4)nn3)c2C)cc1	-3%
Cc1ccccc1CNC(=O)CCCn1c(=O)c2cccn2c2ccccc21	4%
(next part)
SMILES	aSyn tox rescue
Cn1ccc2cc(S(=O)(=O)N3CCCC(C(=O)NCc4ccccc4F)C3)ccc21 (configuration not stated)	1%
CC(=O)NC(CC(=O)OCC(=O)NCCc1ccccc1)c1ccccc1 (configuration not stated)	-5%
Cc1cccc(N(C)C(=O)c2cc(S(=O)(=O)N3CCCC3)cn2C)c1	?
COc1ccc(-c2cnc(C)o2)cc1S(=O)(=O)Nc1c(C)cc(C)cc1C	2%
COc1ccc(N2CCN(C(=O)CCc3c[nH]c4ccccc34)CC2)cc1	6%
COc1ccc(-c2nc3scc(CCNS(=O)(=O)c4ccc(F)cc4C)n3n2)cc1	0%
O=C(COc1ccccc1)N(Cc1cccnc1)c1nc2c(F)cc(F)cc2s1	11%
O=c1[nH]c(-c2ccc(Cl)cc2)cs1	7%
CC(=O)Nc1cccc(-c2nnc(SCC(=O)c3cc([N+](=O)[O-])ccc3Cl)o2)c1	-5%
O=C(c1c2c(nc3ccccc13)C(=O)N(C1CCCCC1)C2)N1CCN(c2ccc(F)cc2)CC1	0%
COc1ccc(NC(=O)CC2C(=O)N(c3ccc(C)cc3)C(=O)N2Cc2ccc(C)cc2)cc1 (configuration not stated)	-3%
CC(=O)NCCc1nc2ccccc2n1Cc1cc(C)ccc1C	5%
Cn1c(SCC(=O)NC2CCCCC2)nnc1-c1ccccc1F	-4%
Cc1ccc(CNC(=O)c2ccc3c(c2)N(Cc2ccccc2)C(=O)c2ccccc2S3(=O)=O)cc1	-3%
CCOC(=O)N1CCN(C(=O)/C(=C/c2ccc(Cl)cc2)NC(=O)c2ccccc2)CC1	-4%
COc1ccc(-c2csc(NC(=O)CS(=O)(=O)c3ccccc3)n2)cc1OC	13%
Cc1cccc(N2CCN(C(=O)CS(=O)(=O)Cc3nc(-c4ccccc4C)oc3C)CC2C)c1 (configuration not stated)	?
Cc1ccc(C)c(Nc2nn3c(=O)c4ccc(C(=O)NCc5cccs5)cc4nc3s2)c1	2%
Cc1ccc(S(=O)(=O)N2CCC3(CC2)CC(=O)c2ccccc2O3)cc1	-46%[inhibitor]
O=C(CSC1=NCCS1)Nc1cccc(F)c1	3%
Cc1cccn2c(=O)c3cc(C(=O)NC(C)(C)C)n(C)c3nc12	8%
COc1cccc(-c2cc(C(=O)Nc3cc(C)nn3-c3ccccc3)no2)c1	-1%
CC(C)CN(C(=O)c1cc(Cl)nc2ccccc12)C1CCS(=O)(=O)C1 (configuration not stated)	2%
CCc1ccc(-n2c(C)nnc2SCc2nc(-c3ccc(OC)cc3)no2)cc1	10%
CCOc1ccc(-n2c(=O)c3sccc3n(CC(=O)NCC3CCCO3)c2=O)cc1 (configuration not stated)	-10%
The results go on.
SMILES	aSyn tox rescue
COc1cccc(CN(C)C(=O)C(CCSC)NS(=O)(=O)c2ccc3c(c2)OCCO3)c1OC (configuration not stated)	-3%
O=C(O)/C=C/C(=O)NNC(=O)c1cc(-c2ccccc2)n[nH]1	11%
COc1ccc2c(CC(=O)Nc3ccc(C)cc3)coc2c1	-10%
Cn1c(Cn2c(=O)sc3ccccc32)nnc1SCC(=O)NCc1ccc2c(c1)OCO2	8%
CO/N=C/CC(=O)c1ccc([N+](=O)[O-])c(CS(=O)(=O)c2ccc(Cl)cc2)c1	12%
CS(=O)(=O)Cc1ccc(C(=O)NC2CCSc3ccccc32)cc1 (configuration not stated)	2%
COc1ccc(NS(=O)(=O)c2cccc(C(=O)N/N=C/c3ccccn3)c2)cc1	-8%
COc1cc(C2C(=O)N(C3CCCCC3)CC(=O)N2CCC2=CCCCC2)ccc1OC(C)C (configuration not stated)	-14%
Cc1c(C(=O)N(Cc2ccc(N(C)C)cc2)C2CCS(=O)(=O)C2)oc2ccccc12 (configuration not stated)	2%&9%
CC1CCCCN1C(=O)Cn1c(SCC(=O)N(C)c2ccccc2)nc2ccccc21 (configuration not stated)	-5%
CCC(=O)N1CCc2cc(S(=O)(=O)NC(CC(C)C)C(=O)NCCc3ccccc3)ccc21 (configuration not stated)	-9%
S=C1NCCNC(=S)NCCOCCOCCOCCN1	-1%
O=C(Nc1ccc(C(=O)OCc2cc(=O)n3c4c(sc3n2)CCCC4)cc1)c1cccc(F)c1	2%
Cc1ccc2nc(SCC(=O)N3CC(C)OC(C)C3)nc(=O)n2c1 (configuration not stated)	-7%
C[C@@H]1CN([C@H](C)CO)C(=O)CCCn2nncc2CO[C@H]1CN(C)S(C)(=O)=O	7%
CCOC(=O)c1ccc(-n2ccnc2)c(NC(=O)c2cccc(Br)c2)c1	6%
Cc1ccc(-n2ncc(-c3nn[nH]n3)c2N)cc1	1%
COc1ccc(CNC(=O)CCc2c(C)nn(-c3ccc(N4CCOCC4)nn3)c2C)c(OC)c1	-1%
O=C(CNS(=O)(=O)c1ccc(Br)cc1)NCc1ccncc1	-1%
Clc1ccc(CN2CCN(c3ncnc4sc5c(c34)CCCC5)CC2)cc1Cl	-11%
CCOc1ccc(/C=C2\SC(=S)N(C)C2=O)cc1OC	-11%
O=C(CCSCc1ccc(Cl)cc1)NCc1ccc(F)cc1Cl	10%
CCn1c(-c2ccccn2)nc2cc(S(=O)(=O)N(C)C)ccc21	5%
O=C(c1ccc(-n2cccn2)cc1)N1CCc2ccccc2C1	0%
CCOC(=O)C1=C(O)C(=O)N(Cc2cccnc2)C1c1ccc(C)cc1 (configuration not stated)	6%

Given with bars between the fields: 6 of the compounds above
smiles | aSyn tox rescue
Cc1ccc2nc(SCC(=O)N3CC(C)OC(C)C3)nc(=O)n2c1 (configuration not stated) | -7%
C[C@@H]1CN([C@H](C)CO)C(=O)CCCn2nncc2CO[C@H]1CN(C)S(C)(=O)=O | 7%
CCOC(=O)c1ccc(-n2ccnc2)c(NC(=O)c2cccc(Br)c2)c1 | 6%
Cc1ccc(-n2ncc(-c3nn[nH]n3)c2N)cc1 | 1%
COc1ccc(CNC(=O)CCc2c(C)nn(-c3ccc(N4CCOCC4)nn3)c2C)c(OC)c1 | -1%
O=C(CNS(=O)(=O)c1ccc(Br)cc1)NCc1ccncc1 | -1%

The main list resumes; the 3 compounds before the break are reprinted first.
SMILES	aSyn tox rescue
CCn1c(-c2ccccn2)nc2cc(S(=O)(=O)N(C)C)ccc21	5%
O=C(c1ccc(-n2cccn2)cc1)N1CCc2ccccc2C1	0%
CCOC(=O)C1=C(O)C(=O)N(Cc2cccnc2)C1c1ccc(C)cc1 (configuration not stated)	6%
CCOc1cc(C(=O)Nc2cc3c(cc2N2CCCC2)n(C)c(=O)c(=O)n3C)cc(OCC)c1OCC	2%
Cc1cccc(C)c1OCC(=O)Nc1nonc1-c1ccc(Br)cc1	-4%
CCCc1cc(C(=O)Nc2c(C)nn(Cc3ccc(Cl)c(Cl)c3)c2C)no1	8%
CCOc1ccccc1NC(=O)c1ccc2oc(=O)c(S(=O)(=O)c3ccc(F)cc3)cc2c1	-8%
CSc1ccc(-c2nc3cccc(C)n3c2Nc2ccc3c(c2)OCO3)cc1	-23%
CC(=O)Nc1ccccc1-c1nc2ccccc2n(CC(=O)Nc2cccc(C)c2C)c1=O	-2%
CC(=O)N1CCc2cc(S(=O)(=O)NC(CC(C)C)C(=O)Nc3ccc(C(C)C)cc3)ccc21 (configuration not stated)	9%
COc1cccc(N2CCN(S(=O)(=O)c3cn(C)c(C)n3)CC2)c1	-6%
COc1ccc(OC)c(S(=O)(=O)Nc2ccc3c(c2)n(C)c(=O)n3C)c1	-1%&-2%
O=C(c1ccc(CS(=O)Cc2cccc(Cl)c2)o1)N1CCN(c2ccc(F)cc2)CC1 (configuration not stated)	8%
COc1ccc(CN2C(=O)C(CC(=O)NC3CCCCC3)CC(C(=O)N(C)C)=C2C)cc1 (configuration not stated)	-8%
CC(=O)Nc1ccc(NS(=O)(=O)c2c(C(=O)N3CCC(C)CC3)c(C)n(C)c2C)cc1	0%
COc1ccc(C2C(=O)N(C3CCCCCC3)CC(=O)N2CCc2ccc(Cl)cc2)cc1OC (configuration not stated)	-13%
Cc1cc(C)cc(NC(=O)CSc2c(C(C)C)cnc3c2c(=O)n(C)c(=O)n3C)c1	1%
Cc1ccc(N2CC(NC(=O)c3ccc(S(=O)(=O)N4CCCCC4)cc3)CC2=O)cc1 (configuration not stated)	1%
COCCNC(=O)Nc1ccc(F)cc1	-5%
CCOc1cc(CNCc2ccc(C(=O)O)cc2)ccc1OC	-22%
Nc1nnc(SCC(=O)NC2CCCCCCC2)s1	-3%
CCCOc1ccc(C2c3c(-c4c(C)cc(C)cc4O)n[nH]c3C(=O)N2CCO)cc1 (configuration not stated)	-7%
Cc1ccc(CN2CCNC(=O)C2CC(=O)N(Cc2c(C)nn(C)c2C)C2CC2)o1 (configuration not stated)	6%
Cc1cc(/C=C2/C(=N)N3C(c4ccccc4)=CSC3=NC2=O)c(C)n1-c1ccccc1	5%
CS(=O)(=O)NCCc1csc2nc(-c3ccccc3)nn12	8%
Cc1cc(C)nc(N2CCCC(C(=O)Nc3cccc(Cl)c3)C2)n1 (configuration not stated)	0%
COc1ccc(N(CC(=O)N2CCC(C(N)=O)CC2)S(=O)(=O)c2ccccc2)cc1	9%
CC1=C(c2ccc(C)cc2)S(=O)(=O)NC1=NCc1cccc(F)c1	-3%

Random excerpt: 7 entries already listed, in no set order.
SMILES	aSyn tox rescue
Cc1cc(/C=C2/C(=N)N3C(c4ccccc4)=CSC3=NC2=O)c(C)n1-c1ccccc1	5%
CCOc1cc(C(=O)Nc2cc3c(cc2N2CCCC2)n(C)c(=O)c(=O)n3C)cc(OCC)c1OCC	2%
COc1ccc(N(CC(=O)N2CCC(C(N)=O)CC2)S(=O)(=O)c2ccccc2)cc1	9%
CC(=O)Nc1ccccc1-c1nc2ccccc2n(CC(=O)Nc2cccc(C)c2C)c1=O	-2%
COc1ccc(C2C(=O)N(C3CCCCCC3)CC(=O)N2CCc2ccc(Cl)cc2)cc1OC (configuration not stated)	-13%
COCCNC(=O)Nc1ccc(F)cc1	-5%
CC(=O)Nc1ccc(NS(=O)(=O)c2c(C(=O)N3CCC(C)CC3)c(C)n(C)c2C)cc1	0%

Later entries
SMILES	aSyn tox rescue
COc1ccc(OCCCC(=O)OCC(=O)c2ccc3c(c2)NC(=O)CO3)cc1	-41%[inhibitor]
CCOCCCn1c(SCC(=O)Nc2ccc(F)cc2)nc2c(sc3ccccc32)c1=O	-8%
COc1ccc(/C=C/C(=O)Nc2nc3n(n2)C(c2ccccc2)C=C(c2ccccc2)N3)cc1 (configuration not stated)	-2%
CCNC(=O)c1ccc(-n2c(-c3ccccc3)cc3c2CCCCC3)cc1	8%
Cc1cc(C(=O)NCC(=O)OCC(=O)N(C(C)C)C(C)C)ccc1[N+](=O)[O-]	0%
Cn1nc(-c2ccccc2)c(C(=O)NCC(=O)O)c1Cl	-1%
Cc1ccc(CN2CCCn3nc(C(=O)NCCc4ccccc4Cl)cc3C2=O)cc1	3%
CCC1CCCCN1S(=O)(=O)c1ccc(NC(=O)c2cc(=O)c3c(C)cc(C)cc3o2)cc1 (configuration not stated)	5%
COc1ccc(CCNC(=O)CCC(=O)N2CCOc3ccccc32)cc1OC	6%
Cc1ccc(-c2nnc(SCC(=O)NC3CCCC3)nc2-c2ccc(C)cc2)cc1	-18%
